Assay outcomes: PubChem BioAssay, Broad Institute
NFkB binder: binders of NF-kB p50 subunit, primary screen, biochemical, small molecule microarray, anti-His fluorescence; Nuclear factor NF-kappa-B p105 subunit (Homo sapiens), P19838; anti-His fluorescence binding; calls only; 17,000 compounds, 1.3% hits; AID 624139, 2012;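 active means spot fluorescence over background significantly raised, with a chance value under 7% in all four replicate spots of the compound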;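 further: probe protein is his-tagged human p50 processed subunit at 1 µg/ml; raw spot fluorescence signals with no normalization applied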
Target sequence (P19838 1-433 limits assumed): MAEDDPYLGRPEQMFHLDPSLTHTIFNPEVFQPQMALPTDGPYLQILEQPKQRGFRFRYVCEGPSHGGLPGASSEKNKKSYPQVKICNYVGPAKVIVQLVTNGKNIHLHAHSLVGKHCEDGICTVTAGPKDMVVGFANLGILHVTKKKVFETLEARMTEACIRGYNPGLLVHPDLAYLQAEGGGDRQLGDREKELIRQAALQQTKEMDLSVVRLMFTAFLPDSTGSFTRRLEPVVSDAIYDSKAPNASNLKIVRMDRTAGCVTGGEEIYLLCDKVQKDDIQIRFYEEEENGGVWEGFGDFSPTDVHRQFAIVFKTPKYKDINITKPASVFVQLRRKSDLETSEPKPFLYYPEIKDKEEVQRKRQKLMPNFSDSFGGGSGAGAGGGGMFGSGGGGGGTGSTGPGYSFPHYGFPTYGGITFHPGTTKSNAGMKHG
Calls only; i = inactive.

SMILES	NFkB binder
COc1cc2c(cc1OC)CN(C(=O)[C@H]1[C@@H]3C(=O)O[C@@H](c4ccccc4)[C@@H](c4ccccc4)N3[C@@H](c3ccccc3OCCO)[C@]13C(=O)Nc1ccc(C#CCNC(N)=O)cc13)CC2	i
C[C@@H]1CN([C@H](C)CO)C(=O)c2cc(NS(=O)(=O)c3ccccc3)ccc2O[C@@H](C)CCCCO[C@@H]1CN(C)C(=O)CCCN(C)C	i
C[C@@H]1CN([C@@H](C)CO)C(=O)c2cccc(NC(=O)c3ccc(-c4nccs4)cc3)c2O[C@H]1CN(C)CC1CC1	i
CC1=CC(/C=C(\C)CCC(O)C(O)/C=C/C(=O)O)C2(O)C(=O)NC(CC(C)C)C2C1C (centres undefined)	i
Cc1ccc2c(c1)c1c(n2CC(O)CO)C(=O)CCC1 (centres undefined)	i
CCOC(=O)CSc1nc(N)nc(C)c1Cl	i
COCCCNC(=O)[C@@]1(C)c2ccccc2C(=O)N(Cc2cc(C(F)(F)F)cc(C(F)(F)F)c2)[C@H]1c1ccc(CO)cc1	i
CC(C)NC(=O)Nc1ccc2c(c1)C(=O)N([C@H](C)CO)C[C@@H](C)[C@H](CN(C)Cc1ccc(Cl)c(Cl)c1)O2	i
COc1ccccc1NC(=O)COc1ccc(C(=O)O)cc1OC	i
Cc1ccc(S(=O)(=O)Nc2ccc3c(c2)C(=O)N([C@@H](C)CO)C[C@@H](C)[C@H](CN(C)C(=O)Nc2ccc(F)cc2)OCCCC[C@@H](C)O3)cc1	i
C[C@H]1CN([C@@H](C)CO)C(=O)c2cc(NC(=O)c3ccncc3)ccc2O[C@H]1CN(C)C	i
Cc1cc(C(F)(F)F)nn1CCCNC(=O)c1cccs1	i
C[C@H]1CN([C@@H](C)CO)C(=O)c2cc(NC(=O)Cc3ccccc3)ccc2O[C@@H]1CN(C)C(=O)NC1CCCCC1	i
COc1ccc(CN(C)C[C@@H]2Oc3ccc(NS(=O)(=O)c4ccc(OC)cc4)cc3CC(=O)N([C@H](C)CO)C[C@@H]2C)cc1	i
C[C@@H]1CN([C@H](C)CO)C(=O)c2cc(NS(C)(=O)=O)ccc2O[C@@H]1CN(C)C(=O)Nc1ccc2c(c1)OCO2	i
O=Cc1c2[nH]c3ccccc3c2cc2[nH]c3ccccc3c12	i
Cc1noc(C)c1NC(=O)N(C)C[C@H]1Oc2ccc(NS(=O)(=O)c3ccccc3)cc2C(=O)N([C@@H](C)CO)C[C@H]1C	i
O=C(COc1ccccc1C(=O)Nc1ccccc1)Nc1ccc([N+](=O)[O-])cc1	i
Cn1c(SCC(=O)c2cc(C(C)(C)C)c(O)c(C(C)(C)C)c2)nnc1-c1cccs1	i
COc1ccc(Nc2ncnc3ccc(OC)cc23)cc1	i
O=C1c2ccccc2C(=O)N1C1CCN(Cc2ccc(OCCO)cc2)CC1	i
Cc1ccc(-n2c(C)nnc2SCC(=O)Nc2ccc(C)cc2Br)cc1	i
CC(C)NC(=O)Nc1ccc2c(c1)C(=O)N([C@@H](C)CO)C[C@@H](C)[C@@H](CN(C)C)OCCCC[C@@H](C)O2	i
N#CCc1ccc(NC(=O)Cc2ccccc2[N+](=O)[O-])cc1	i
C[C@H]1CN([C@@H](C)CO)C(=O)Cc2cc(NC(=O)CCC(F)(F)F)ccc2O[C@H]1CN(C)C	i
C[C@@H]1CCCCO[C@H](CN(C)C)[C@@H](C)CN([C@H](C)CO)C(=O)c2cc(NC(=O)CCC(F)(F)F)ccc2O1	i
Cc1ccc(SCCC(=O)Nc2cccnc2)cc1	i
C[C@@H]1CCCCO[C@@H](CN(C)C(=O)C2CCCCC2)[C@@H](C)CN([C@@H](C)CO)C(=O)c2cc(NC(=O)c3ccccc3)ccc2O1	i
CC(CCO)Nc1nc2c([nH]1)c(=O)n(C)c(=O)n2C (centres undefined)	i
Cc1noc(C)c1NC(=O)N(C)C[C@@H]1Oc2ccc(NC(=O)Cn3cnnn3)cc2C(=O)N([C@H](C)CO)C[C@H]1C	i
Cc1noc(C)c1NC(=O)N(C)C[C@@H]1OCCCC[C@@H](C)Oc2ccc(NC(=O)CCC(F)(F)F)cc2C(=O)N([C@H](C)CO)C[C@H]1C	i
COc1ccccc1-c1nnc(SCC(=O)Nc2ccccc2-c2ccccc2)n1C	i
Cc1noc(C)c1NC(=O)Nc1ccc2c(c1)C(=O)N([C@H](C)CO)C[C@H](C)[C@@H](CN(C)C(=O)NC1CCCCC1)O2	i
C[C@@H]1CCCCO[C@@H](CN(C)C(=O)c2ccncc2)[C@@H](C)CN([C@@H](C)CO)C(=O)c2cc(NC(=O)CCC(F)(F)F)ccc2O1	i
C[C@@H]1CN([C@H](C)CO)C(=O)c2cccc(NS(=O)(=O)c3cn(C)cn3)c2O[C@@H]1CN(C)C	i
C[C@@H]1CN([C@H](C)CO)C(=O)c2cc(NC(=O)Nc3ccc(F)cc3)ccc2O[C@@H](C)CCCCO[C@H]1CN(C)C	i
CN1CC(C(=O)NC2(C)OC3(O)C4CCCN4C(=O)C(Cc4ccccc4)N3C2=O)CC2c3cccc4[nH]cc(c34)CC21 (centres undefined)	i
C[C@H](CO)N1C[C@H](C)[C@@H](CN(C)S(=O)(=O)c2cn(C)cn2)Oc2ccc(NC(=O)CCN3CCOCC3)cc2CC1=O	i
O=C1c2cc(O)cc(O)c2C(=O)c2c(O)cc(CO)cc21	i
OC[C@H]1O[C@@H](n2cnc3c(N[C@H]4CCC[C@@H]4O)ncnc32)[C@H](O)[C@@H]1O	i

Given bar-delimited: entries from further up
Structure | NFkB binder
CC(C)NC(=O)Nc1ccc2c(c1)C(=O)N([C@@H](C)CO)C[C@@H](C)[C@@H](CN(C)C)OCCCC[C@@H](C)O2 | i
N#CCc1ccc(NC(=O)Cc2ccccc2[N+](=O)[O-])cc1 | i

The listing picks up, starting 7 compounds before the break.
SMILES	NFkB binder
C[C@@H]1CCCCO[C@@H](CN(C)C(=O)c2ccncc2)[C@@H](C)CN([C@@H](C)CO)C(=O)c2cc(NC(=O)CCC(F)(F)F)ccc2O1	i
C[C@@H]1CN([C@H](C)CO)C(=O)c2cccc(NS(=O)(=O)c3cn(C)cn3)c2O[C@@H]1CN(C)C	i
C[C@@H]1CN([C@H](C)CO)C(=O)c2cc(NC(=O)Nc3ccc(F)cc3)ccc2O[C@@H](C)CCCCO[C@H]1CN(C)C	i
CN1CC(C(=O)NC2(C)OC3(O)C4CCCN4C(=O)C(Cc4ccccc4)N3C2=O)CC2c3cccc4[nH]cc(c34)CC21 (centres undefined)	i
C[C@H](CO)N1C[C@H](C)[C@@H](CN(C)S(=O)(=O)c2cn(C)cn2)Oc2ccc(NC(=O)CCN3CCOCC3)cc2CC1=O	i
O=C1c2cc(O)cc(O)c2C(=O)c2c(O)cc(CO)cc21	i
OC[C@H]1O[C@@H](n2cnc3c(N[C@H]4CCC[C@@H]4O)ncnc32)[C@H](O)[C@@H]1O	i
c1ccc(-c2noc(CSc3nnc(C4CC4)n3-c3ccccc3)n2)cc1	i
C[C@H](CO)N1C[C@H](C)[C@H](CN(C)S(=O)(=O)c2cn(C)cn2)Oc2ccc(NC(=O)C3CC3)cc2C1=O	i
C[C@@H]1CN([C@H](C)CO)C(=O)Cc2cc(N(C)C)ccc2O[C@@H]1CN(C)C(=O)Nc1ccccc1	i
CC1CCCC2OC2C(=O)c2c(O)cc(O)cc2CC(=O)O1 (centres undefined)	i
C[C@H](CO)N1C[C@H](C)[C@H](CN(C)S(=O)(=O)c2ccccc2)Oc2ncc(-c3cc4ccccc4o3)cc2C1=O	i
O=C(NCc1ccccn1)Nc1ccc(F)cc1F	i
C=CCN1C(=S)N[C@@H]2c3ccccc3O[C@@]1(C)[C@@H]2CO	i
C[C@@H]1CN([C@@H](C)CO)C(=O)c2cc(NC(=O)C3CC3)ccc2O[C@H]1CN(C)C(=O)Nc1ccc(F)cc1	i
CC(C)NC(=O)Nc1ccc2c(c1)CC(=O)N([C@H](C)CO)C[C@@H](C)[C@@H](CN(C)Cc1ccc(-c3ccccc3)cc1)O2	i
COc1ccc(S(=O)(=O)Nc2cccc3c2O[C@H](CN(C)S(=O)(=O)c2cn(C)cn2)[C@H](C)CN([C@@H](C)CO)C3=O)cc1	i
Cc1ccc(S(=O)(=O)Nc2ccc3c(c2)CC(=O)N([C@H](C)CO)C[C@@H](C)[C@H](CN(C)C(=O)Nc2c(C)noc2C)O3)cc1	i
CC(=O)n1cc([C@H]2C=C(C(=O)N3CCOCC3)O[C@@H](OCc3ccc(CO)cc3)C2)c2ccccc21	i
C[C@H](CO)N1C[C@H](C)[C@H](CN(C)C(=O)Nc2ccccc2)Oc2ccc(NC(=O)Cc3cn(C)c4ccccc34)cc2C1=O	i
O=C(C1=C[C@H](c2ccc(C(F)(F)F)cc2)C[C@H](OCCCCO)O1)N1CCOCC1	i
C[C@@H]1CN([C@@H](C)CO)C(=O)c2cc(NC(=O)c3ccncc3)ccc2O[C@H]1CN(C)CC1CCCCC1	i
N#C/C(=C\c1ccc(O)c(O)c1)C(=O)Nc1ccccc1	i
COC(=O)c1cn(CC(=O)N2CCN(C)CC2)nn1	i
C[C@@H]1CCCCO[C@@H](CN(C)S(=O)(=O)c2ccccc2)[C@@H](C)CN([C@H](C)CO)C(=O)c2cc(NS(C)(=O)=O)ccc2O1	i
Cc1ccc(S(=O)(=O)c2nc(SCC(=O)c3ccc(Cl)cc3)sc2Cl)cc1	i
C[C@@H]1CN([C@H](C)CO)C(=O)c2cc(NS(=O)(=O)c3cccs3)ccc2O[C@@H]1CN(C)C(=O)Nc1ccc2c(c1)OCO2	i
C[C@H]1CCCCO[C@H](CN(C)S(C)(=O)=O)[C@@H](C)CN([C@@H](C)CO)C(=O)c2cc(NS(=O)(=O)c3ccccc3)ccc2O1	i
Cc1noc(C)c1NC(=O)Nc1ccc2c(c1)C(=O)N([C@H](C)CO)C[C@H](C)[C@@H](CN(C)C)O2	i
C[C@@H]1CCCCO[C@H](CN(C)C)[C@H](C)CN([C@@H](C)CO)C(=O)c2cc(NC(=O)C3CCCCC3)ccc2O1	i
CC(=O)c1ccc(-n2c(CCC(=O)O)ccc2-c2cccs2)cc1	i
COc1cc(C(=O)N(Cc2ccco2)c2ccc(O)cc2)cc(OC)c1OC	i
C[C@H]1CN([C@@H](C)CO)C(=O)c2cc(NC(=O)NC3CCCCC3)ccc2O[C@H]1CN(C)C(=O)Nc1ccccc1	i
Cc1noc(C)c1NC(=O)Nc1ccc2c(c1)C(=O)N([C@H](C)CO)C[C@H](C)[C@H](CN(C)C(=O)NC(C)C)OCCCC[C@@H](C)O2	i
COc1ccc(NC(=O)Nc2cccc3c2O[C@H](CN(C)C(=O)Nc2ccccc2)[C@@H](C)CN([C@@H](C)CO)C3=O)cc1	i
C=C1C(=O)O[C@H]2C1[C@H](OC(=O)/C(=C/CO)COC(=O)/C(C)=C/CO)CC(=C)[C@@H]1CC(=O)[C@@H](C)[C@@H]12 (some centres undefined)	i
C[C@@H]1CN([C@H](C)CO)C(=O)c2cc(NC(=O)NC3CCCCC3)ccc2O[C@@H]1CN(C)Cc1ccncc1	i
COc1ccc(N(C(C)=O)S(=O)(=O)c2cc(OC)ccc2OC)cc1	i
C[C@H]1CN([C@@H](C)CO)C(=O)c2cc(N(C)C)ccc2O[C@H]1CN(C)C(=O)Nc1ccc(F)cc1	i
COc1cc(=O)n(C)c2c(OCC(O)C(C)(C)O)cccc12 (centres undefined)	i
C[C@@H]1CN([C@@H](C)CO)C(=O)Cc2cc(NS(=O)(=O)c3cccs3)ccc2O[C@H]1CN(C)CC1CC1	i
Cc1ccc(CN(CC(=O)O)S(=O)(=O)c2c(C)cc(C)cc2C)cc1	i
Cc1noc(C)c1NC(=O)N(C)C[C@H]1OCCCC[C@@H](C)Oc2ccc(NC(=O)CCC(F)(F)F)cc2C(=O)N([C@H](C)CO)C[C@@H]1C	i
C[C@@H]1CN([C@@H](C)CO)C(=O)c2cccc(NS(=O)(=O)c3cn(C)cn3)c2O[C@H]1CN(C)C(=O)Nc1cccc2ccccc12	i
C[C@@H]1CN([C@H](C)CO)C(=O)Cc2cc(NC(=O)Nc3ccccc3)ccc2O[C@@H]1CN(C)C(=O)Nc1ccc(F)cc1	i
O=C(OCc1cccc(C(=O)c2ccccc2)c1)c1ccc(-c2nnc(-c3ccccc3)o2)cc1	i
C[C@H]1OC(=O)c2c(O)ccc(O)c2[C@H]1O	i
CCOC(=O)Cc1cc(-c2ccccc2O)nc2ccc3ccccc3c12	i
C[C@@H]1CN([C@@H](C)CO)C(=O)c2cccc(NC(=O)NC3CCCCC3)c2O[C@H]1CN(C)S(=O)(=O)c1ccc(Cl)cc1	i
Cc1nc(-c2ccccc2O)n(S(=O)(=O)N(C)C)n1	i
CC(=O)c1cccc(NC(=O)CN(Cc2ccccc2)S(C)(=O)=O)c1	i
c1ccc(-c2ccc(OCCCCSc3ncccn3)cc2)cc1	i
C[C@@H]1CN([C@H](C)CO)C(=O)c2cccc(NS(=O)(=O)c3cccs3)c2O[C@H]1CN(C)Cc1ccc(C(F)(F)F)cc1	i
CC1OC(O[C@H]2[C@@H](O)C[C@@]3(C)C(CC[C@]4(C)C3CC=C3[C@@H]5CC(C)(C)CC[C@]5(C(=O)OC5OC(C)C(OC6OCC(OC7OCC(O)C(OC8OCC(O)C(O)C8O)C7O)C(O)C6O)C(O)C5O)CC[C@]34C)[C@]2(C)CO)C(O)C(OC2OC(CO)C(O)C(O)C2O)C1O (some centres undefined)	i
COc1ccccc1Nc1nc(N)nc(-c2oc3ccccc3c2C)n1	i
C[C@@H]1CN([C@H](C)CO)C(=O)CCCn2cc(nn2)CO[C@@H]1CN(C)C(=O)Cc1ccccc1	i
C=C1C(=O)O[C@@H]2/C=C(/C)[C@H](O)CC(=O)[C@](C)(O)C[C@@H](OC(=O)/C(C)=C/C)[C@@H]12	i
Cc1c(O)nc(SCC(=O)Nc2cccc(C(F)(F)F)c2)n(-c2ccccc2)c1=O	i
C[C@H](CO)N1C[C@H](C)[C@@H](CN(C)C)Oc2c(NS(=O)(=O)c3ccc(Cl)cc3)cccc2C1=O	i

Not all compounds are listed. The share of hits here may be higher or lower than overall.
